MLLE-PAM2 inh: inhibitors of microRNA-mediated deadenylation, human PABP1 MLLE binding; GST-MLLE / FITC-PAM2 fluorescence polarization; inhibition, % at 20 µM; P11940; AID 588489; hit rate 0.36% among 360,000; in the data active = inhibition above about 35%, passing the limit was not always enough;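 note: plate controls were DMSO wells with GST-MLLE for no effect and wells lacking GST-MLLE protein for full effect; some results filed as inactive read as strong as hits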
Target sequence (P11940 whole entry, looked up): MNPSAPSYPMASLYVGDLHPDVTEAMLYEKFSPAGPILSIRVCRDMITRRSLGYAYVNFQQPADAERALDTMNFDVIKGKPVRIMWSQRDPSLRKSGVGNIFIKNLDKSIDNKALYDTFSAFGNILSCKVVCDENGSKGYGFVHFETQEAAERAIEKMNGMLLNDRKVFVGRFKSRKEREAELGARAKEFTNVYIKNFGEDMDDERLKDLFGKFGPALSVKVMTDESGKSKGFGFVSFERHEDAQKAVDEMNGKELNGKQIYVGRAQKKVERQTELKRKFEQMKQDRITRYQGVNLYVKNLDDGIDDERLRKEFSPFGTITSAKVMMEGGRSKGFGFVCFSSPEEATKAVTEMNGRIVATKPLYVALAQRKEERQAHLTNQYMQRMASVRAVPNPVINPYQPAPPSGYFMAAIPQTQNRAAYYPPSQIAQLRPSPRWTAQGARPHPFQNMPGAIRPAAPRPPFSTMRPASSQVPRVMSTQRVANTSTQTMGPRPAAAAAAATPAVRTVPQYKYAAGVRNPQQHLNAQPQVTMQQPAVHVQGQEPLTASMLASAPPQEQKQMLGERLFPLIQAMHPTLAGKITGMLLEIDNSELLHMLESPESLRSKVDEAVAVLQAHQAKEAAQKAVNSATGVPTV
FAS-TE inh: inhibitors of human fatty acid synthase thioesterase domain | AID 602261 | hit rate 0.67% among 360,000 | inhibition, % at 15 µM | recombinant FAS-TE, OMFH fluorogenic substrate, fluorescence endpoint;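 active = compounds whose normalised, plate-corrected inhibition of enzyme fluorescence in the single-dose primary screen is 50% or more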;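 note: 0% = DMSO with enzyme and 100% = substrate without enzyme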
MsrA inh: bovine MsrA inhibition; purified bovine MsrA, absorbance read-out; inhibition, % at 15.5 µM; hit rate 0.75% among 360,000; in the data active = inhibition above about 4.5%;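 note: 0% = vehicle wells with enzyme and 100% = reference inhibitor wells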
TbMetRS inhib: Trypanosoma brucei MetRS inhibition; purified T. brucei MetRS, ATP depletion, Kinase-Glo luminescence; hit rate 0.4% among 360,000; inhibition, % at 11.9 µM;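 active = inhibition above a per-plate cutoff of the control wells' mean inhibition plus 3 SD, cut at about 5.5% in these data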;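 note: 0% = DMSO wells median and 100% = median of wells with control inhibitor compound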
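assay system = parasite MetRS enzyme | timing = 15 min preincubation, 2 h reaction, all 25 °C | evaluation = percent inhibition relative to median high and low control wells | medium = HEPES buffer containing pyrophosphatase, BSA, spermine, DTT | compound = single dose, 11.9 µM final nominal, 0.9% final DMSO | detection = Kinase-Glo luminescence, ATP depletion format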
Rin1 Abl inh: inhibitors of human Rin1-Abl protein interaction; P00519+Q13671; TR-FRET Rin1/Abl binding, biochemical; inhibition, % at 7.35 µM; hit rate 0.4% among 360,000; AID 588664; in the data active = inhibition above about 5%, passing the limit was not always enough
MsrA act: activators of bovine methionine sulfoxide reductase A; purified bovine MsrA, absorbance read-out; activation, % at 10.6 µM; AID 602163; hit rate 0.3% among 360,000; in the data active = activation above about 7.5%;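 note: 0% = vehicle and 100% = reference activator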
eLon inh: inhibitors of E. coli Lon protease | purified E. coli Lon protease, fluorescence polarization | hit rate 0.42% among 360,000 | P0A9M0 | inhibition, % at 7.94 µM | AID 602123; in the data active = inhibition above about 13%, passing the limit was not always enough;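 note: 0% = enzyme with probe and DMSO and 100% = no enzyme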
CSN deneddyl inh: blocks human CSN-mediated cullin deneddylation. Q92905. Purified CSN, SCF-Nedd8-OG deneddylation, fluorescence polarization. inhibition, % at 12.5 µM. hit rate 0.38% among 360,000. AID 651999;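 active = pattern-corrected inhibition above about 35%, with an unprinted fluorescence ratio check between 0.5 and 1.5, limit read from the data, passing the limit was not always enough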;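 note: 0% = enzyme with substrate and 100% = substrate without enzyme; some results filed as inactive read as strong as hits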
Target sequence (Q92905 whole entry, looked up, one chain of several): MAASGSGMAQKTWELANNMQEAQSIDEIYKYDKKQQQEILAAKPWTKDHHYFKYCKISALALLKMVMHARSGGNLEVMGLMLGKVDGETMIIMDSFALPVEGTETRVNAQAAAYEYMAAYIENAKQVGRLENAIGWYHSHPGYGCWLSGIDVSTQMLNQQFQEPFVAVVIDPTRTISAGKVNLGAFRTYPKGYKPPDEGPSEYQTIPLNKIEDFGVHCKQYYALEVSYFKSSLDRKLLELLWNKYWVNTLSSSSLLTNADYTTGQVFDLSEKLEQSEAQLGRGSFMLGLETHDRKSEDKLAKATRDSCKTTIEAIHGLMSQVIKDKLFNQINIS
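Assay system: HEK293T-derived human Csn5 enzyme; quantity: 0.24 nM enzyme; medium: Tris/NaCl/DTT buffer, pH 7.5; also added: substrate SCFSkp2-Nedd8OG, 10 nM; doses: 12.5 µM compound; schedule: 90 min reaction at room temperature; signal: FP; read-out: % inhibition of substrate cleavage by Csn5; benchmarks: substrate-only high control, full reaction low control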
Neddylation inh: blocks human cullin neddylation | TR-FRET cullin neddylation, biochemical | calls only at 25 µM | hit rate 0.58% among 360,000; in the data active = inhibition above about 36%
Numbers without * were called inactive; i = inactive; · = not tested or not shown.

SMILES	MLLE-PAM2 inh	FAS-TE inh	MsrA inh	TbMetRS inhib	Rin1 Abl inh	MsrA act	eLon inh	CSN deneddyl inh	Neddylation inh
CC(c1ccco1)N(C(=O)COc1ccccc1[N+](=O)[O-])c1ccccn1 (centres undefined)	-1	6	-0.4	0.3	1	-13	-7	1	i
Cc1cccc(N(C(=O)c2sc(C)nc2C)C(C(=O)NCC2CCCO2)c2ccccc2)c1 (centres undefined)	9	-3	0.3	0.6	-1	-2	-8	2	i
COc1cc(C(=O)N2CCN(Cc3ccccc3C(F)(F)F)CC2)cc(OC)c1OC	-17	0	-0.9	-0.8	3	-11	-3	4	i
O=C(N/N=C/CCc1ccccc1)C1CCCCC1	9	-8	-0.2	-0.2	0	-2	3	1	i
CC(=O)c1cccc(NC(=O)NC(C)C2CCCO2)c1 (centres undefined)	-5	-5	1.3	-0.4	3	-4	-1	-6	i
COc1ccc(-c2ccc3nnc(SCC(=O)Nc4ccc(NC(C)=O)cc4)n3n2)cc1	4	-6	0.1	-0.6	2	-8	0	0	i
CCCS(=O)(=O)NC(=O)C1(C)CCN(C(=O)c2ccc(F)c(C)c2)C1 (centres undefined)	3	-8	-1.1	-0.2	-2	-2	-6	2	i
Cc1cccc(NC(=O)c2c(C)nn(-c3ccccc3)c2Cl)c1	-1	12	0.4	-0.8	0	-1	-1	-4	i
Cc1ccc(S(=O)(=O)NC(CC(C)C)C(=O)N2CC(C)OC(C)C2)cc1 (centres undefined)	-8	-4	0.5	-0.4	1	-5	3	-4	i
NC(=O)C1CCN(C(=O)c2ccc(Cl)c(NC(=O)c3cccs3)c2)CC1	-16	-10	-1.0	-0.1	3	-4	1	-1	i
Cc1cc(NC(=O)COn2nnc3ccc(S(C)(=O)=O)cc32)ccc1Br	-6	-2	0.2	-0.7	-5	-8	-3	5	i
Cc1ccc(NC(=O)c2ccc(S(=O)(=O)N3CCCCC3)cc2)cc1	-8	-3	1.8	-0.6	2	-3	-6	-9	i
Cc1cc(F)ccc1S(=O)(=O)N(C(=O)c1ccncc1)c1ccc(OC(=O)c2ccncc2)cc1	-1	22	0.4	-0.8	2	-2	-3	-3	i
C[C@H]1CN([C@@H](C)CO)C(=O)Cc2cc(NC(=O)CCC(F)(F)F)ccc2O[C@H]1CN(C)Cc1ccc(-c2ccccc2)cc1	11	10	-0.2	-0.4	2	-2	6	0	i
CCOc1ccc(/C(O)=C2/C(=O)C(=O)N(CC3CCCO3)C2c2ccco2)cc1 (centres undefined)	7	-8	2.1	-0.5	1	-2	-16	-2	i
COc1ccc(CN2C(=O)CSCC2(C)C(=O)NC(C)C)cc1 (centres undefined)	·	·	-0.5	-0.6	·	·	·	0	i
NS(=O)(=O)c1ccc(CCNC(=O)COC(=O)C2COc3ccccc3O2)cc1 (centres undefined)	-6	-11	2.4	-0.2	2	-4	-10	-2	i
COC(=O)c1ccc2ncccc2c1	-5	-3	0.1	0.1	-1	-1	5	7	i
CCCCC(=O)N(C)c1c(CC)nc2c(OCC=C(C)C)cccn12	-3	-8	·	-0.2	-4	-3	-8	1	i
COc1ccc(C)cc1NC(=O)C(Sc1nnc(-c2ccncc2)n1-c1ccc(Cl)cc1)c1ccccc1 (centres undefined)	-6	47	0.1	-0.6	3	-1	5	2	i
Cc1ccc(NC(=O)[C@H](NC(=O)[C@@H]2Cc3ccccc3CN2)c2ccccc2)c(C)c1	-5	-7	0.5	0.9	-2	2	-11	2	i
NC(=O)C1CCN(C(=O)c2cccc(S(=O)(=O)N3CCc4ccccc4C3)c2)CC1	7	-2	-1.6	0.6	1	1	7	-7	i
Cc1ccc(N2CN=c3s/c(=C\c4cccnc4)c(=O)n3C2)cc1	4	-10	3.3	-0.3	-2	-6	-6	0	i
CN(CCCNC(=O)c1cccn2c(=O)c3ccccc3nc12)Cc1ccccc1	-8	0	2.2	-0.4	-11	0	-3	1	i

Full records as entered above.
Listed for CC(c1ccco1)N(C(=O)COc1ccccc1[N+](=O)[O-])c1ccccn1 (centres undefined) : MLLE-PAM2 inh: -1; FAS-TE inh: 6; MsrA inh: -0.4; TbMetRS inhib: 0.3; Rin1 Abl inh: 1; MsrA act: -13; eLon inh: -7; CSN deneddyl inh: 1; Neddylation inh: i
Listed for Cc1ccc(NC(=O)[C@H](NC(=O)[C@@H]2Cc3ccccc3CN2)c2ccccc2)c(C)c1 : MLLE-PAM2 inh: -5; FAS-TE inh: -7; MsrA inh: 0.5; TbMetRS inhib: 0.9; Rin1 Abl inh: -2; MsrA act: 2; eLon inh: -11; CSN deneddyl inh: 2; Neddylation inh: i

(more compounds)
SMILES	MLLE-PAM2 inh	FAS-TE inh	MsrA inh	TbMetRS inhib	Rin1 Abl inh	MsrA act	eLon inh	CSN deneddyl inh	Neddylation inh
CC(=O)Nc1ccc(S(=O)(=O)Nc2ccccc2N2CCOCC2)cc1	2	-3	-0.4	-0.6	1	-10	4	-5	i
CCOC(=O)Cc1csc(NS(=O)(=O)c2ccc(OC)cc2)n1	16	-1	0.3	-0.1	-2	-1	10	-2	i
COc1ccc(Cn2c(-c3ccc(Br)cc3)c[n+]3ccccc23)cc1	-6	5	-0.7	-0.6	4	-9	12	3	i
CCOC(=O)N1CCN(S(=O)(=O)c2ccc(C(=O)N(CCCN(C)C)c3nc4c(F)cc(F)cc4s3)cc2)CC1	-13	4	1.0	0.1	2	-2	-4	-1	i
COc1cccc(NC(=O)c2ccc(S(=O)(=O)N(C)C)cc2)c1	12	3	-0.9	0.8	2	-4	0	1	i
COc1ccc(CCNC(=O)CCc2ccccc2O)cc1OC	3	-5	-1.4	-0.3	1	-4	3	-1	i
O=C(O)C1C2CCC(O2)C1C(=O)NCc1ccncc1 (centres undefined)	-3	-10	0.2	-0.6	-2	-3	2	-5	i
CC(Oc1ccc(F)cc1)C(=O)/C=C\N(C)C (centres undefined)	12	-7	1.0	-0.8	3	-1	0	1	i
CC(C)N1CCC(N2CCN(Cc3cccc4nonc34)CC2CCO)CC1 (centres undefined)	1	-4	1.3	-0.2	-2	-4	-4	2	i
O=C(CSc1ccc2nnc(-c3cccc(F)c3)n2n1)NCc1ccco1	5	-4	-0.7	0.2	1	-4	-11	-4	i
COC(=O)c1ccc2[nH]cc(CCO)c2c1	1	-4	-0.5	-0.3	-1	-4	-2	-3	i
C=CCNCCCCOc1c(Cl)cc(C)cc1Br	-4	-5	-1.2	-0.9	5	-8	-3	-2	i
COc1ccccc1S(=O)(=O)N(C)C[C@H]1OCc2cnnn2CCCC(=O)N([C@@H](C)CO)C[C@H]1C	12	-10	0.2	-0.2	-1	-3	-3	-8	i
O=C(N/N=C/c1ccccc1F)c1cc2c(ccc3ccccc32)o1	-29	-7	-0.3	-0.3	-5	-3	-2	23	·
O=C1c2cccc3c([N+](=O)[O-])c(O)cc(c23)C(=O)N1Nc1ccccc1	3	-2	1.7	0.0	1	-4	8	-10	i
CC(C)(C)n1nnnc1C(c1ccncc1)N1CCN(C2CCCCC2)CC1 (centres undefined)	-10	-4	1.7	-0.1	2	-2	-10	4	i
CN(Cc1ccccc1)C(=O)c1cccc(NC(=O)Cc2ccc(NC(=O)C3CCN(C(=O)C4CCCCC4)CC3)cc2)c1	-2	-3	-0.7	-1.0	-2	-1	0	3	i
CC(NC(=O)NC1CCCCC1)c1ccc2c(c1)OCO2 (centres undefined)	5	7	-1.6	-0.7	-3	-5	-7	-1	i
CC(=O)Nc1ccc(S(=O)(=O)N2CCN=C2SCc2cccc(C)c2)cc1	-10	13	-0.5	0.2	-4	1	-3	-3	i
COc1ccc(NC(=O)NC2CC3CCCC(C2)N3Cc2ccccc2)cc1 (centres undefined)	-1	-10	0.5	-0.4	6	-4	-1	2	i
Cc1ccc(C(c2nnnn2CC2CCCO2)N2CCN(Cc3ccccc3)CC2)cc1 (centres undefined)	-9	0	1.0	-0.1	4	-3	-7	-4	i
C=CCOc1cccc(/C=N/NC(=O)CN2CCCCC2)c1	0	-5	1.1	-0.8	-3	-2	1	-1	i
Cc1ccc(S(=O)(=O)c2c(C)c(C)c(C)[nH]c2=O)cc1	15	1	0.3	-1.1	1	-11	1	4	i
CC(NC(=O)C1CCC(=O)N1Cc1ccc(F)cc1)c1ccc2c(c1)OCCO2 (centres undefined)	-1	-8	-0.1	-0.9	0	-7	-1	-1	i
O=c1c2[nH]c3ccccc3c2ncn1CCCn1ccnc1	-4	-3	0.8	-0.2	0	3	-5	-4	i
Nc1ccc(C(=O)c2cccs2)cn1	-3	-5	2.7	0.4	3	-1	2	-2	i
C#CCOCCOCCOCCNc1nc(N2CCN(C(=O)Cn3cc(CCCN=C(N)N)nn3)CC2)nc(N2CCN(C(=O)Cn3cc(CC(C)O)nn3)CC2)n1 (centres undefined)	-5	-12	-0.6	0.3	3	-1	-8	2	i
CCCn1c(SCC(=O)NCC)nc2sc3c(c2c1=O)CCC3	-8	-2	2.1	-0.3	-1	-2	5	2	i
COC(=O)Cn1cnc2scc(-c3ccc(C)cc3)c2c1=O	19	0	0.1	0.0	-1	-3	-8	4	i
Cc1ccc(CNC(=O)COc2ccc(C)nc2[N+](=O)[O-])cc1	-2	-2	0.1	-0.2	-3	-2	-5	-19	i
CC(O)C(NS(=O)(=O)c1ccc(Cl)cc1)C(=O)OCC(=O)c1ccc2c(c1)NC(=O)CO2 (centres undefined)	0	-2	0.4	0.1	-1	-3	-7	0	i
Nc1c2c(nc3ccccc13)N(c1ccccc1)CC2	-11	-2	3.3	-0.9	-1	-5	-7	2	i
Cc1ccc(NC(=O)/C=C\C(=O)NCC(=O)O)cc1C	5	-8	1.3	-0.5	3	-4	-9	1	i
COc1cccc(N2CC(O)=C(c3ccccc3)C2=N)c1	-2	-8	0.1	-1.1	0	-2	-1	3	i
C[C@@H]1CN([C@@H](C)CO)C(=O)c2cccc(NC(=O)C3CCCCC3)c2O[C@@H]1CN(C)C(=O)NC1CCCCC1	-3	-7	2.7	-0.3	0	-3	4	2	i
CCNc1nc(SCC(=O)OC)nc(N2CCOCC2)n1	4	-6	-0.2	0.3	3	-1	3	-3	i
O=C(/C=C/c1ccc(Cl)cc1)Nc1ccc(CN2CCOCC2)cc1	-6	-1	1.0	0.1	-5	-3	0	-4	i
CN(Cc1nc2ccccc2c(=O)[nH]1)C(=O)c1ccc(NC(=O)CSc2nnnn2C)cc1	-2	-7	-0.9	-0.2	5	-5	-4	-8	i
Nc1nc(-c2ccccc2)cs1	24	-8	1.0	0.7	-5	-4	0	-1	i
Nc1ncc2c(n1)-c1ccoc1CC2	5	-7	2.8	-0.2	-2	-2	3	-2	·
CCOCCCN1C(=O)C(=O)N(CC(=O)N2c3ccccc3NC(=O)CC2C)C1=O (centres undefined)	-27	-9	-0.7	-0.3	1	0	-11	1	i
COc1cc2c(cc1OC)C(C)=NCC2	8	0	2.3	-0.2	-1	-1	-3	1	·
O=C(Cc1ccccc1)NNC(=O)Nc1ccccc1	-6	-2	0.8	-0.4	0	-8	2	-6	i
Cc1ccc(C(=O)Oc2ccc(-c3nccc(-c4ccccn4)n3)cc2)cc1	-3	4	-0.1	-0.3	-1	-2	-4	-1	i
CC(=O)Nc1cccc(CNCc2cccc(NC(C)=O)c2)c1	-17	-7	-0.9	-1.0	0	-14	-14	0	i
CC(C)(CO)NCc1cccs1	-13	-9	-1.3	-0.8	-2	-3	10	-2	i
O=C(O)c1[nH]c2ccc(Cl)cc2c1CCN1C(=O)c2ccccc2C1=O	2	0	1.1	-0.1	-1	-6	-3	-2	i

Source: PubChem
